# High-throughput results from PubChem BioAssay.
# RBX1-CUL1 inh: inhibitors of human ROC1-CUL1 ubiquitin ligase activity; in vitro K48 di-Ub FRET, acceptor:donor ratio, 45 min; inhibition, % at 10 µM; actives 0.6% (n = 140,000); AID 1347404; in the data active = inhibition above about 25%
# Target sequence (P62877 whole entry, looked up): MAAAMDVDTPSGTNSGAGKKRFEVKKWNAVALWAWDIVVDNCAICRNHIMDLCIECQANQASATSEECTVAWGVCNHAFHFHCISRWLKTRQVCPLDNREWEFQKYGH
# Target sequence (Q13616 whole entry, looked up): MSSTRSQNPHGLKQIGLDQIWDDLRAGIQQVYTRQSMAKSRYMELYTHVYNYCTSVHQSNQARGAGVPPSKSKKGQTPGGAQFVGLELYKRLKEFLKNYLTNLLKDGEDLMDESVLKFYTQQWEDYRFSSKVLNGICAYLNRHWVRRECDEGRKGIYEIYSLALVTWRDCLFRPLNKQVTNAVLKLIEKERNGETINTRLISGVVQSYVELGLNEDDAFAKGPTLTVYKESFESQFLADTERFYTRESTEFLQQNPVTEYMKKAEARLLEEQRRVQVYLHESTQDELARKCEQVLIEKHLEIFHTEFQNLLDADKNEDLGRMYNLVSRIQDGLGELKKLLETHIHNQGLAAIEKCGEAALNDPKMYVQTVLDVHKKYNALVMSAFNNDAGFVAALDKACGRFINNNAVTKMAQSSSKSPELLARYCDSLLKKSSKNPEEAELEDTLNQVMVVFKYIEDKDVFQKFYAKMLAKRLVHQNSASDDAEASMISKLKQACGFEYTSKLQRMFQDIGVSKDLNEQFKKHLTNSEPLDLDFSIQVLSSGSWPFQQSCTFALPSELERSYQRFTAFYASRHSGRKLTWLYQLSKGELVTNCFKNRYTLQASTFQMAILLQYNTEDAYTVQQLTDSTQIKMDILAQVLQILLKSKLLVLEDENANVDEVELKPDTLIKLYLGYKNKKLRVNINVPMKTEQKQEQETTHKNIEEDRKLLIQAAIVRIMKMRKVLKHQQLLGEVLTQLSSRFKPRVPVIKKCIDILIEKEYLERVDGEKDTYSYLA
# The depositor's hits bear a star. These rows are one share of the data; count on the stated rates, not on these rows.
no.	compound	RBX1-CUL1 inh
1	COC(=O)c1c(NC(=O)c2cc(Cl)ccc2OC)sc(C(=O)N(C)C)c1C	3
2	COc1ccc(-c2cnnc(N[C@H]3CCCCNC3=O)n2)cc1	9
3	NC1=NN(c2ccccc2)C(=O)C1N=Nc1ccccc1 (stereo not given)	-5
4	C/C(=N\NC(=O)c1ccc2c(c1)OCO2)c1ccc(NS(C)(=O)=O)cc1	-2
5	COc1cc(Cc2nccc3cc(OC)c(OC)cc23)c(NC(=O)c2ccccc2)cc1OC	5
6	CCOc1ccccc1NC(=O)CN1CCC(C)CC1	-3
7	CC(=O)N1CCC(Oc2ccc(Cl)cc2C(=O)N2CCCCC2CCCO)CC1 (stereo not given)	-10
8	Cc1[nH]c2ccccc2c1CCNC(=O)Nc1nn[nH]n1	7
9	O=C(CSCc1cnn(-c2ccccc2)c1-n1cccc1)NCc1ccccc1Br	12
10	O=C(Nc1ccc2c(c1)OCO2)c1ccco1	-2
11	O=C(Nc1ccc(Br)cc1)c1cccc(S(=O)(=O)N2CCc3ccccc32)c1	1
12	CCOc1cccc(-c2cc(C(=O)N/N=C/c3ccco3)[nH]n2)c1	2
13	NC(=S)N(CCC(=O)O)c1ccc2[nH]c(=O)oc2c1	-1
14	CC(C)(C)c1cc(-c2nc(N)nc(N)n2)cc(C(C)(C)C)c1	7
15	CCN(CC)CCCC(C)Nc1cc(/C=C/c2ccccc2Cl)nc2cc(Cl)ccc12 (stereo not given)	-9

# Brought forward from above: four compounds, then new ones.
no.	compound	RBX1-CUL1 inh
12	CCOc1cccc(-c2cc(C(=O)N/N=C/c3ccco3)[nH]n2)c1	2
13	NC(=S)N(CCC(=O)O)c1ccc2[nH]c(=O)oc2c1	-1
14	CC(C)(C)c1cc(-c2nc(N)nc(N)n2)cc(C(C)(C)C)c1	7
15	CCN(CC)CCCC(C)Nc1cc(/C=C/c2ccccc2Cl)nc2cc(Cl)ccc12 (stereo not given)	-9
16	CCN(CC)CCNC(=O)CCn1c(=O)c2cccn2c2cccnc21	3
17	Cc1ccc(-c2cc(C(=O)N/N=C/c3c(O)ccc4ccccc34)n[nH]2)s1	10
18	Cc1noc(C)c1CCCNC(=O)c1ccc(N2CCCC(O)C2)nc1 (stereo not given)	2
19	CN(C)c1nc(Nc2ccc(OC(F)(F)F)cc2)nc(N2CCN(c3cccc(Cl)c3)CC2)n1	-2
20	O=C(Nc1ccc(NC(=O)c2cccs2)cc1)c1ccccc1	-5
21	O=C(O)c1ccc(NC(=O)c2ccc(-c3ccccc3C(F)(F)F)o2)cc1	13
22	CN(C(=O)CSc1nc(N)cc(=O)[nH]1)C1CCCCC1	4
23	CCCc1[nH]nc2c1C(c1ccc(OC(C)=O)cc1)C(C#N)C(=N)O2 (stereo not given)	-8
24	CCCCCOC(=O)CSc1ncnc2sc3c(c12)CCC(C)C3 (stereo not given)	6
25	CC(=O)c1ccc(NC(=O)CSc2nc(C3CCCC3)nc3c2c(=O)n(C)c(=O)n3C)cc1	-9
26	Cc1nc(N2CCC(C(=O)N(C)CCC3CCCCO3)CC2)nc2cc(S(C)(=O)=O)ccc12 (stereo not given)	2
27	Cc1nn(-c2ccc(N3CCCCC3)nn2)c(C)c1CCC(=O)NCc1ccc(OC(C)C)cc1	-5
28	CC(=O)N1CCC(C(=O)Nc2sc3c(c2C(N)=O)CCC(C)C3)CC1 (stereo not given)	-1
29	CC(C)N=C(N)c1ccc2c(c1)nc(-c1ccc(C#N)cc1)n2C	5
30	CN(C)c1ccc(Sc2nnc(NC(=O)c3ccc(Cl)cc3)s2)cc1	3
31	COc1ccc(-c2c(-c3ccccc3)c3cc4c5c(oc4cc3oc2=O)CCCC5)cc1	4
32	COc1ccccc1OC1CCN(C2CCN(c3nc(C)c4cc(C)c(C)cc4n3)CC2)CC1	7
33	Cc1cc2c(c(=O)o1)C(c1ccc3c(c1)OCO3)C(C#N)C(=N)O2 (stereo not given)	5
34	Cc1cccc(-c2cccc(NC(=O)C3CCCN3Cc3nccn3C)c2)c1 (stereo not given)	3
35	CC(=O)N1CCC(C(=O)NCc2ccc(Cl)cc2Cl)CC1	-13
36	CCc1nc2onc(C)c2c(=O)n1CC(=O)O	-6
37	O=C(CN1CCCN(Cc2cccc(F)c2)S1(=O)=O)Nc1ccc2c(c1)OCCO2	-6
38	CCCn1cc(NC(=O)Cn2ncc(N3CCCC3)cc2=O)nn1	1
39	CCOC(=O)C1CCN(C(=O)c2cnc3sc4c(n3c2=O)CCCC4)CC1	-2
40	O=C(CN1CCc2ccccc2C1)Nc1ccc(N2CCOCC2)cc1	3
41	COc1ccc(-c2ccc(C#N)c(SCC(=O)OC(C)(C)C)n2)cc1	0
42	Cc1cc(C(F)(F)F)n2nc(-c3cccs3)cc2n1	7
43	COc1cc(C2c3c(n[nH]c3C)OC(=N)C2C#N)ccc1COc1ccc(F)cc1 (stereo not given)	-9
44	CC(C)C(=O)OCc1cc(=O)n2nc(C3CC3)sc2n1	-3
45	O=C(O)CSC1=NC(=Nc2ccc(Cl)cc2)C2(CCCC2)N1c1ccccc1	6
46	CCOc1ccc2nc(NC(=O)c3ccc(Cl)c(Cl)c3)sc2c1	12
47	CCOC(=O)Nc1ccc2c(c1)N(C(=O)CN1CCN(C)CC1)c1ccccc1S2	-2
48	Cc1ccc(C(C)C)c(OCCNC(=O)C23CC4CC(CC(C4)C2)C3)c1	6
49	Cc1ccccc1C(=O)NCCN1CCCC1	-4
50	Cc1ccc(Cc2nc3ccccc3nc2SCC(=O)N2CCC(C)CC2)cc1	6
51	COc1cc(N2CCCC2)c(OC)cc1CC1=NC(=O)N(Cc2ccccc2F)C1=O	-8
52	CCCNC(=O)Cc1coc2c(C)c(C)cc(C)c12	9
53	Cc1ccc(N(Cc2cccs2)C(=O)c2ccccc2Cl)cc1	6
54	O=C(CSc1nc2ccccc2s1)NCCCN1CCOCC1	2
55	Cc1cc(C)cc(N2CCCn3c2nc2c3c(=O)[nH]c(=O)n2C)c1	-1
56	COC(=O)CN1N=C(c2cc(Cl)sc2Cl)CSC1=O	1
57	CCc1cccc2c1Sc1ccccc1CC2N1CCNCC1 (stereo not given)	7
58	COc1ccc(N=C2S/C(=C\c3ccc4c(c3)n(C)c(=O)n4C)C(=O)N2CCc2c[nH]c3ccccc23)cc1	-10
59	CCOc1cc(/C=C2\SC(=Nc3ccccc3CC)N(c3ccccc3CC)C2=O)cc(Br)c1O	5
60	CC(C)NC(=O)c1nn2c(C(F)(F)F)cc(-c3ccc(Br)cc3)nc2c1Br	6
61	O=C1NC(=Nc2ccc(Cl)cc2)S/C1=C\c1cccc(F)c1	6
62	Cc1ccc(C(C)C)c(OCc2nnc(NC(=O)c3ccc(Cl)cc3Cl)s2)c1	5
63	CSc1ncc(C(=O)Nc2ccc(F)cc2F)c(-c2ccccc2)n1	-1
64	CCS(=O)(=O)c1ncc(CN2CCCC(COC)C2)n1CCOC (stereo not given)	-12
65	CC1(C)NC(=O)N(CC(O)Cn2c(=O)n(CC(O)CN3C(=O)NC(C)(C)C3=O)c(=O)n(CC(O)CN3C(=O)NC(C)(C)C3=O)c2=O)C1=O (stereo not given)	4
66	COc1ccccc1CNS(=O)(=O)c1cc(-c2cc(C)no2)ccc1C	-3
67	COc1ccc(-c2[nH]c3ccccc3c2C(C[N+](=O)[O-])c2ccc(C)cc2)cc1 (stereo not given)	3
68	CCOc1ccc(/C=C2/C(=O)NN(c3ccc(Cl)cc3)C2=O)cc1OC	-7
69	CCOc1cc(C2C(C(=O)OC)=C(C)OC(=N)C2C#N)ccc1OC(F)F (stereo not given)	-10
70	COc1ccc(-c2nnc(SCC(=O)N/N=C/c3ccc(OC)cc3OC)n2-c2ccc(C)cc2)cc1	-7
71	COCC1CCCN(Cc2ccc3c(c2)CN(C(=O)CCCCc2ccccc2)CCO3)C1 (stereo not given)	3
72	O=C(CNC(=O)c1ccccc1F)OCc1cc(=O)n2nc(C3CC3)sc2n1	-9
73	Cc1ccc(/C(=N\O)c2oc3c(C)c4oc(=O)cc(C)c4cc3c2C)cc1	1
74	COCCCNc1nc(NCc2ccccc2OC)c2cnn(C)c2n1	-9
75	FC(F)(F)c1nnc2sc(-c3cccnc3)nn12	5

# Next part
no.	compound	RBX1-CUL1 inh
76	COc1ccc(S(=O)(=O)Nc2cccc(SC)c2)cc1	-2
77	C=CCn1c(SCC(=O)Nc2cccc(C(C)=O)c2)nc2sc3c(c2c1=O)CCC3	-9
78	COc1ccc(Cl)cc1NC(=O)c1sc(-n2nc(C)c(Cc3ccccc3)c2C)nc1C	2
79	O=C(c1coc(COc2cccc(F)c2F)n1)N1CCCC1c1ccccn1 (stereo not given)	5
80	O=C(Nc1ccccc1-c1nc2ccccc2c(=O)o1)C(F)(F)F	0
81	CCCC(=O)NC(NCC1CCCO1)C(Cl)(Cl)Cl (stereo not given)	2
82	COC(=O)c1ccc(NC(=O)CCn2cnnn2)cc1	7
83	CCC1CN(C(=O)N2CCC(C(=O)NCCOC)CC2)c2ccccc2O1 (stereo not given)	0
84	Cc1nn(C)c2c1c(-c1ccccc1)cc(=O)n2CC(=O)Nc1ccccc1C(F)(F)F	10
85	CCOc1ccc(CCNC(=O)CCc2c(C)nc3c4c(C)cc(C)nc4nn3c2C)cc1	-3
86	Cc1[nH]c2ccccc2c1C=Nc1cccc(C#N)c1	-8
87	CCC1CN(S(=O)(=O)c2ccc3c(c2)NC(=O)CC(=O)N3)c2cc(Cl)ccc2O1 (stereo not given)	1
88	CCOCC(=O)Nc1cc(Cl)ccc1Cl	-11
89	CCOC(=O)c1[nH]c(C)c(CCC(=O)N2CCN(c3ccc(OC)cc3)CC2)c1C	2
90	Cc1ccc2oc(-c3ccc(C)c(NC(=O)c4ccc(Cl)cc4Cl)c3)nc2c1	2
91	CCn1c(COc2ccc(C(C)C)cc2)nnc1SCC(=O)Nc1ccc(Cl)cc1C	0
92	Cc1cc(C)cc(NS(=O)(=O)c2ccc3c(c2)C(=O)C(C(=O)NCc2ccco2)C=N3)c1 (stereo not given)	0
93	CCn1c2c(c(=O)n3ncc(C(=O)Nc4cc(Cl)ccc4C)c13)CN(Cc1ccc(OC)cc1)CC2	-9
94	N#CC1CC(c2ccccc2)=NN1c1c(F)c(F)c(Cl)c(F)c1F (stereo not given)	7
95	COc1ccc(-c2csc(-c3c[nH]c4ccccc34)n2)cc1	3
96	CCCn1c(-c2ccc(S(=O)(=O)N(C)C)cc2)csc1=Nc1ccccc1	-2
97	CC(Cc1cccnc1)NC(=O)Cn1nnnc1CN1CCCCCC1 (stereo not given)	-2
98	CCC(C)NS(=O)(=O)c1ccc(Cl)c(Cl)c1 (stereo not given)	13
99	COc1cc(CO)cc(Br)c1OCC(=O)O	-1
100	O=C(CC(c1cccc(Cl)c1)c1ccccc1O)N1CCC(O)CC1 (stereo not given)	11
101	O=[N+]([O-])c1ccc(Sc2nnnn2C2CCCCC2)c([N+](=O)[O-])c1	2
102	Cc1cc(CC2=NC(=O)N(c3ccc(Cl)cc3)C2=O)c(C)n1C(C)C	12
103	COc1ccc2oc(=O)c(-c3nnc(NC4CCCCC4)s3)cc2c1	-10
104	COC(=O)c1sc(N2C(=O)c3oc4ccc(C)cc4c(=O)c3C2c2ccc(OC)cc2)nc1C (stereo not given)	3
105	COC(=O)c1c(C)sc(-c2c(-c3cccc(Cl)c3)[nH]c3c2c(=O)[nH]c(=O)n3C)c1O	28*
106	Cc1ccccc1C(=O)Nc1cnc2c(C)cccn2c1=O	5
107	COc1ccccc1CNC(=O)c1ccc(CS(=O)(=O)c2ccccc2C)o1	1
108	Cc1ccc(Cc2nc3ccccc3nc2SCC(=O)Nc2cccc(C(F)(F)F)c2)cc1	0
109	CCOC(=O)c1cc(NC(=O)c2ccco2)ccc1O	3
110	CN1CCN(c2ccc(-c3nc(CCCc4ccccc4)no3)cn2)CC1=O	-3
111	Fc1ccc(-c2nnc3sc(COc4ccc(Cl)cc4)nn23)cc1	-1
112	COc1cc(OC)nc(Oc2cccc(Cl)c2)n1	-1
113	COc1ccc(N2CCN(C(=O)CCS(=O)(=O)c3cc4c(cc3Cl)NC(=O)CO4)CC2)cc1	1
114	CN(Cc1ccccc1)S(=O)(=O)c1ccc(NC(=O)c2ccccc2Cl)cc1	-1
115	O=C(C1CCCN(S(=O)(=O)c2ccc(Br)s2)C1)N1CCN(c2ccc(F)cc2)CC1 (stereo not given)	-6
116	COc1ccc(-c2nnc(SCC(=O)N3CCCc4ccccc43)n2-c2ccccc2)cc1	-4
117	CCN1CCN(C2(C(=O)N(C)CC(O)c3ccccc3)Cc3ccccc3C2)CC1 (stereo not given)	-8
118	Cc1ccccc1N1CCN(C2CCCN(Cc3cccc4c3OCO4)C2)CC1 (stereo not given)	3
119	COc1ccc(OC)c(C2NC(=O)N=C(C)C2C(=O)OCC(F)(F)F)c1 (stereo not given)	-2
120	COc1ccc(C(C)(C)c2ccc(OC)c(C(C)(C)c3ccc(OC)cc3)c2)cc1	1
121	Cc1cccc(-c2nnc(SCC(=O)OC3CCCCC3)n2-c2ccccc2)c1	-6
122	Cc1ccc(NCc2nnc3n2CCCCC3)cc1Cl	0
123	O=S(=O)(C=C(c1ccccc1)c1ccccc1)c1ccccc1	-4
124	Cc1ccc(OCC(=O)NCC2(N3CCN(C)CC3)CCCCC2)cc1C	-2
125	CC(C)CC1NC2(C(=O)N(Cc3ccccc3F)c3ccccc32)C2C(=O)N(c3ccccc3)C(=O)C12 (stereo not given)	5
126	Cn1c2ccccc2c2cc(/C=C/c3nc4ccccc4s3)ccc21	0
127	O=[N+]([O-])c1cc(Br)cc(C=Nc2ccc3oc(-c4ccccc4)nc3c2)c1O	5
128	O=C1N=CC(c2ccc([N+](=O)[O-])cc2)O1 (stereo not given)	1

# Random excerpt: 6 compounds from above
no.	compound	RBX1-CUL1 inh
85	CCOc1ccc(CCNC(=O)CCc2c(C)nc3c4c(C)cc(C)nc4nn3c2C)cc1	-3
59	CCOc1cc(/C=C2\SC(=Nc3ccccc3CC)N(c3ccccc3CC)C2=O)cc(Br)c1O	5
1	COC(=O)c1c(NC(=O)c2cc(Cl)ccc2OC)sc(C(=O)N(C)C)c1C	3
48	Cc1ccc(C(C)C)c(OCCNC(=O)C23CC4CC(CC(C4)C2)C3)c1	6
46	CCOc1ccc2nc(NC(=O)c3ccc(Cl)c(Cl)c3)sc2c1	12
23	CCCc1[nH]nc2c1C(c1ccc(OC(C)=O)cc1)C(C#N)C(=N)O2 (stereo not given)	-8
